Bioassay records from PubChem BioAssay.
aSyn yeast rescue: rescues yeast growth from alpha-synuclein toxicity | S. cerevisiae alpha-synuclein toxicity rescue, BacTiter-Glo growth, 24 h | Potency, µM (titrated, usually from 46.1 µM), without a hit: at the highest dose growth rescue (activation), usual class: activators | 0.02% of 94,000 active; active = well fitted activation curve with a large enough effect; also: 0% is about no effect
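Growth restoration measured by BacTiter-Glo luminescence after 24 hr at 30 deg C; alpha-synuclein yeast, raffinose-pregrown to mid-log, were added at OD600=0.02 in galactose medium onto pinned compounds.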
Starred values were filed as active, the others as inactive; & = joins results of further samples; [ ] = another dose, or the depositor's remark. Potency is read from the fitted curve at half-maximal effect. An excerpt; the hit share may differ from the screen's.

`Cc1ccc(NC(=O)Cn2c(=O)n(Cc3nc(C)no3)c(=O)c3cc4c(cc32)OCO4)c(Cl)c1` gave aSyn yeast rescue -3.1%.
For Cc1cc(NC(=O)CSC2=NS(=O)(=O)c3cc(F)ccc3N2)no1 the results were aSyn yeast rescue 4.9%.
For CN(C(=O)COC(=O)c1cccc(S(=O)(=O)N2CCCCCC2)c1)C1CCS(=O)(=O)C1 (stereo not given) the results were aSyn yeast rescue 7.1%.
Screening N#C/C(=N\Nc1ccc(S(=O)(=O)N2CCOCC2)cc1)C(N)=S returned aSyn yeast rescue -5.1%.
`Cc1cccc(NC(=O)c2cc3c([nH]c2=O)CC(c2ccccc2)CC3=O)c1` (stereo not given) gave aSyn yeast rescue 4.9%.
O=c1oc2ccccc2c(NCc2ccccc2F)c1[N+](=O)[O-] was read as aSyn yeast rescue -2.8%.
COc1ccccc1CNC(=O)c1cc2sccc2n1Cc1ccc(F)cc1 was read as aSyn yeast rescue -17.9%.
`Cc1ccnc(NC(=O)c2ccc(S(=O)(=O)N3CCC(C)CC3)cc2)c1` gave aSyn yeast rescue -3.0%.
Oc1c(C2=NCCNC(C(F)(F)F)=C2)ccc2ccccc12 was read as aSyn yeast rescue -4.8%.
Screening CCCCc1c(O)nc(SCC(=O)N2CCOCC2)n(-c2ccc(C)cc2)c1=O returned aSyn yeast rescue 8.1%.
For COc1ccc(NC(=O)Nc2cccc(C(F)(F)F)c2)cn1 the results were aSyn yeast rescue -18.6%.
For Cc1ccc(C(=O)N/N=C/c2cc(Br)ccc2O)cn1 the results were aSyn yeast rescue 4.3%.
Cc1[nH]c2ccccc2c1C1(O)C(=O)N(Cc2ccc(Cl)cc2)c2ccccc21 (stereo not given) was read as aSyn yeast rescue -15.4%.
For Cc1ccccc1NC(=O)Cc1nc(COC(=O)c2cc([N+](=O)[O-])ccc2NCCO)cs1 the results were aSyn yeast rescue -1.0%.
Screening CCN(C(=O)Cn1nc(Cc2cccnc2)c2ccccc2c1=O)c1cc(C)ccc1C returned aSyn yeast rescue -2.1%.
Screening O=C(NC1CCS(=O)(=O)C1)c1ccc(S(=O)(=O)N2CCCCC2)cc1 (stereo not given) returned aSyn yeast rescue -2.2%.
Screening CCOC(=O)N1CCC(NC(=O)C2CCN(C(=O)c3cc4sccc4n3CC)CC2)CC1 returned aSyn yeast rescue 4.0%.
Screening CCC(=O)Nc1ccc(S(=O)(=O)NCc2cccn2Cc2cccc(C)c2)cc1 returned aSyn yeast rescue 3.3%.
`CN1CCN(C(CNS(=O)(=O)c2ccc([N+](=O)[O-])cc2)c2ccc(F)cc2)CC1` (stereo not given) gave aSyn yeast rescue -0.5%.
Screening Cc1cccn2cc(-c3ccc4c(c3)NC(=O)CO4)nc12 returned aSyn yeast rescue -0.8%.
Screening CC1=C(C(=O)Nc2cccc(C(F)(F)F)c2)C2(CCCCCC2)OC1=O returned aSyn yeast rescue 0.3%.
CCOc1ccc(-c2cn3nc(CC(C)C)sc3n2)cc1 was read as aSyn yeast rescue -18.1%.
Screening S=C(N/N=C/c1cccc2ccccc12)Nc1cccc(Cl)c1 returned aSyn yeast rescue -7.6%.
Screening O=C(Cc1n[nH]c(=O)c2ccccc12)NCc1ccccc1 returned aSyn yeast rescue -4.9%.
`CCCCCCC1CCC(C(=O)NC(C(=O)O)C(C)C)CC1` (stereo not given) gave aSyn yeast rescue 1.2%.
`COc1ccc(-c2nc3scc(CCNS(=O)(=O)c4cc(F)ccc4OC)n3n2)cc1OC` gave aSyn yeast rescue 6.9%.
`C/C=C/c1ccc2c(c1)O[C@H](CN(C)C(=O)NC1CCCC1)[C@H](C)CN([C@H](C)CO)S2(=O)=O` gave aSyn yeast rescue -3.2%.
For CCN(c1cccc(C)c1)S(=O)(=O)c1c(C)nc2sc(C)cn2c1=O the results were aSyn yeast rescue 3.3%.
COc1cccc(CNC(=O)Cn2cc3c(n2)-c2c(oc(C(=O)N4CCOCC4)c2C)CC3)c1 was read as aSyn yeast rescue 2.9%.
Screening CCCNC(=O)c1ccc(S(N)(=O)=O)cc1 returned aSyn yeast rescue -1.3%.

Part of the list above in order of number of heavy atoms, highest first.
COc1cccc(CNC(=O)Cn2cc3c(n2)-c2c(oc(C(=O)N4CCOCC4)c2C)CC3)c1 was read as aSyn yeast rescue 2.9%.
Screening CC1=C(C(=O)Nc2cccc(C(F)(F)F)c2)C2(CCCCCC2)OC1=O returned aSyn yeast rescue 0.3%.
For CCN(c1cccc(C)c1)S(=O)(=O)c1c(C)nc2sc(C)cn2c1=O the results were aSyn yeast rescue 3.3%.
`CCCCCCC1CCC(C(=O)NC(C(=O)O)C(C)C)CC1` (stereo not given) gave aSyn yeast rescue 1.2%.
CCOc1ccc(-c2cn3nc(CC(C)C)sc3n2)cc1 was read as aSyn yeast rescue -18.1%.

The main list resumes, starting four compounds before the break.
`C/C=C/c1ccc2c(c1)O[C@H](CN(C)C(=O)NC1CCCC1)[C@H](C)CN([C@H](C)CO)S2(=O)=O` gave aSyn yeast rescue -3.2%.
For CCN(c1cccc(C)c1)S(=O)(=O)c1c(C)nc2sc(C)cn2c1=O the results were aSyn yeast rescue 3.3%.
COc1cccc(CNC(=O)Cn2cc3c(n2)-c2c(oc(C(=O)N4CCOCC4)c2C)CC3)c1 was read as aSyn yeast rescue 2.9%.
Screening CCCNC(=O)c1ccc(S(N)(=O)=O)cc1 returned aSyn yeast rescue -1.3%.
Screening CC(C)(C)Nc1nc(-c2ccc3c(c2)CCN3C(=O)C2CC2)cs1 returned aSyn yeast rescue -45.2%[inhibitor].
CCOc1ccccc1Nc1nc(-c2ccc(C)cc2)c(CC(=O)O)s1 was read as aSyn yeast rescue -11.4%.
For NS(=O)(=O)c1ccc(NC(=O)COC(=O)CCc2ccccc2)cc1 the results were aSyn yeast rescue -3.3%.
COc1ccc(N2CCN(C(=O)CSc3nnc(C4CC4)n3C3CC3)CC2)cc1 was read as aSyn yeast rescue 6.5%.
`Cc1cc(-c2nnc(CCC(=O)N(CC3CCC3)CC3CCCO3)o2)no1` (stereo not given) gave aSyn yeast rescue 1.1%.
COc1ccc(-n2c(Cc3ccccc3)nnc2SCc2nc(-c3cccs3)no2)cc1 was read as aSyn yeast rescue 8.7%.
CN1CCc2c(sc3c2C(=O)NC(c2ccc(OC(=O)c4ccc(Cl)cc4)cc2)N3)C1 (stereo not given) was read as aSyn yeast rescue -13.9%.
O=C(NCc1ccc(F)cc1)c1ccc(NC(=O)N2CC3CCCN3c3ccccc32)cc1 (stereo not given) was read as aSyn yeast rescue 6.6%.
Screening Cc1ccc(CNC(=O)C2CCCN(S(=O)(=O)c3cn(C)cn3)C2)cc1 (stereo not given) returned aSyn yeast rescue 2.1%.
For CC1CCCN(C(=O)c2ccc(-c3ccccc3Cl)o2)C1 (stereo not given) the results were aSyn yeast rescue 12.3%.
`O=C(Nc1ccc2c(c1)CCCN2C(=O)c1cccs1)c1cccc(C(F)(F)F)c1` gave aSyn yeast rescue 3.1%.
`CCN(CC(=O)Nc1cc(Cl)ccc1C)CC(=O)NC1CC1` gave aSyn yeast rescue -2.4%.
Screening CCOc1ccccc1C(=O)N(Cc1cccs1)c1ccc(Cl)cc1 returned aSyn yeast rescue 17.1%.
`O=C(CN1C(=O)CC(c2ccc(F)cc2)=Nc2ccccc21)NCc1ccccc1Cl` gave aSyn yeast rescue -3.2%.
For CCCCC(C(=O)O)C(C)CC(=O)NNC(=O)c1ccco1 (stereo not given) the results were aSyn yeast rescue -3.8%.
CCCCn1cc2c(c1-c1ccc(Br)cc1)c(=O)n(C)c(=O)n2C was read as aSyn yeast rescue -8.1%.
Cc1ccc(S(=O)(=O)N2CCOCC2)cc1C(=O)NC(=S)N1CC(C)OC(C)C1 (stereo not given) was read as aSyn yeast rescue 5.7%.
COc1ccc2c(CNCc3cccs3)c(C(=O)O)n(Cc3ccc(F)cc3)c2c1 was read as aSyn yeast rescue 7.9%.
Screening O=C(O)C1CC=CCC1C(=O)NNc1ccccc1 (stereo not given) returned aSyn yeast rescue 12.4%.
Screening Cc1ccc(C(=O)Nc2ccc(NC(=O)c3cccs3)cc2)c(C)c1 returned aSyn yeast rescue 1.9%.
`O=C(NNC(=O)c1cccs1)c1ccc([N+](=O)[O-])cc1` gave aSyn yeast rescue -4.6%.
Screening Cc1ccc(-c2[nH]c(-c3ccccc3)nc2SCC(=O)NCC2CCCO2)cc1 (stereo not given) returned aSyn yeast rescue -5.7%&1.2%.
`Cc1ccc(NC(=O)CN2CCSc3ccc(S(=O)(=O)N4CCCC4)cc32)cc1` gave aSyn yeast rescue -6.9%.
`COc1cccc(NC(=O)c2nnn(Cc3ccc(OC)c(Br)c3)c2N)c1` gave aSyn yeast rescue -0.1%.
`Cc1ccc(NC(=O)CN2C(=O)c3ccccc3C2=O)nc1` gave aSyn yeast rescue -8.5%.
For Cc1ccc2oc3c(c(=O)c2c1)C(c1ccccc1F)N(c1ccccn1)C3=O (stereo not given) the results were aSyn yeast rescue 3.3%.
`Cc1ccccc1N/N=C/c1sc(=O)n(Cc2cccc(C(=O)O)c2)c1Cl` gave aSyn yeast rescue -0.4%.
`Cc1cc(C)c(C)c(S(=O)(=O)N2CCC(C(=O)NCc3cccs3)CC2)c1C` gave aSyn yeast rescue 24.7%.
For O=C(OCc1ccc(F)cc1)c1cccnc1Cl the results were aSyn yeast rescue 14.1%.
`COc1ccc(/C(N)=N/OC(=O)CN(C)S(=O)(=O)c2ccccc2)cc1` gave aSyn yeast rescue 1.1%.
`Cc1nn(-c2ccccc2)c(OC(=O)C(C)C)c1Sc1ccccc1` gave aSyn yeast rescue -20.1%.
O=S(=O)(c1ccc(F)cc1)N1CCC2(CC1)OCCN2S(=O)(=O)c1cccs1 was read as aSyn yeast rescue 0.3%.
Screening Cc1ccc(N2C(=O)CSC23C(=O)N(CC(=O)NCc2ccccc2)c2ccccc23)cc1C (stereo not given) returned aSyn yeast rescue 0.2%.
CCCC12CN3CC(CCC)(CN(C1)C3c1c[nH]c3ccc(OC)cc13)C2=O (stereo not given) was read as aSyn yeast rescue 5.6%.
O=C(NCc1ccco1)/C(=C/c1ccc(F)cc1)NC(=O)c1ccccc1 was read as aSyn yeast rescue 6.0%.
CCN1CCOC(=O)C1CC(=O)Nc1cccc(OC)c1 (stereo not given) was read as aSyn yeast rescue -82.5%[inhibitor].
`CCN(CC(=O)NCc1ccc(F)cc1)C(=O)CN1CCN(c2cc(Cl)ccc2C)CC1` gave aSyn yeast rescue -0.9%.
Screening O=C(CCSc1nnc(-c2ccncc2)o1)Nc1cccc(Cl)c1 returned aSyn yeast rescue 2.6%.
Screening CCOc1ccccc1NC(=O)CSc1nc(=O)n(Cc2ccncc2)c2c1CCC2 returned aSyn yeast rescue 12.0%.
Screening CC(=O)c1ccccc1NC(=O)CN1C(=O)CS/C1=C\c1nc(-c2ccc(C)cc2)cs1 returned aSyn yeast rescue 10.4%.
`CC(NC(=O)c1ccc2c(c1)N(Cc1ccc(Cl)cc1)C(=O)c1ccccc1S2=O)c1ccccc1` (stereo not given) gave aSyn yeast rescue 3.0%.
`CCOc1ccc(N(CC(=O)NCc2ccc(F)cc2)C(=O)CCC(=O)Nc2nccs2)cc1` gave aSyn yeast rescue -5.7%.
N#CC1=C(N)Oc2cc(O)c(Cl)cc2C1c1ccccc1F (stereo not given) was read as aSyn yeast rescue 1.9%.
For CCOC(=O)C1(CCCc2ccccc2)CCN(C(=O)c2n[nH]c(CC)c2C)CC1 the results were aSyn yeast rescue 14.1%.
Screening CS(=O)(=O)N(CC(=O)NCCSc1ccccc1)c1cc(C(F)(F)F)ccc1Cl returned aSyn yeast rescue -1.0%.
`CCN(CC)S(=O)(=O)c1ccc(NC2c3ccccc3C(=O)N2c2ccc(C)cn2)cc1` (stereo not given) gave aSyn yeast rescue 9.2%.
For CC1=C(C(=O)Nc2ccccc2)C(c2ccc[nH]2)n2ncnc2N1 (stereo not given) the results were aSyn yeast rescue 2.0%.
For CCCCN1C(=O)C(CC(=O)NCCc2ccccn2)CC(C(=O)N(C(C)C)C(C)C)=C1C (stereo not given) the results were aSyn yeast rescue 5.9%.
`O=[N+]([O-])c1cccc(N=NNc2cccc([N+](=O)[O-])c2)c1` gave aSyn yeast rescue -15.8%.
Screening CCCN(CC(=O)Nc1ccc(F)c(F)c1F)C(=O)C1CC(=O)N(Cc2ccccc2)C1 (stereo not given) returned aSyn yeast rescue -10.9%.
Screening CCOc1cc(CNCC2CCCN2CC)cc(Cl)c1OC (stereo not given) returned aSyn yeast rescue 4.4%.
`Cc1ccc(N2CCN(C(=O)Cc3c(C(=O)O)c(C)cn3C)CC2)c(C)c1` gave aSyn yeast rescue 3.5%.
`COc1cccc(NC(=O)C(Cc2ccccc2)n2cccc2)c1` (stereo not given) gave aSyn yeast rescue 13.6%.
For Cc1ccc(-n2c(=O)c3c4c(sc3n(CC(=O)c3ccc(Cl)cc3)c2=O)CCC4)cc1C the results were aSyn yeast rescue -4.8%.
For Cc1nc2c(c(C)nn2-c2ccccc2)c(C)c1CCC(=O)NCCc1ccccc1 the results were aSyn yeast rescue -12.9%.
Screening Nc1nc(N2CCCCC2)c2ncn(C3OC(CO)C(O)C3O)c2n1 (stereo not given) returned aSyn yeast rescue 3.9%.
Screening COc1ccc(-c2noc(-c3ccc(N4CCCC4)c([N+](=O)[O-])c3)n2)cc1 returned aSyn yeast rescue -3.3%.
Screening O=C(Nc1cccc(Cl)c1)c1cc(-c2ccccc2)on1 returned aSyn yeast rescue -1.9%.
Screening CCOC(=O)COc1ccc(C)cc1C(=O)c1ccn2nc(-c3ccc(Cl)cc3)cc2n1 returned aSyn yeast rescue -3.8%.
Screening Cc1cccc(C(=O)Nc2nnc(S(=O)(=O)N(C)Cc3ccc(Cl)cc3)s2)c1 returned aSyn yeast rescue 7.0%.
